NPY-Y2 PAM-ag = potentiates or activates human NPY-Y2 receptor | P49146 | 0.45% of 220,000 active | cells expressing NPY-Y2, potentiator/agonist read-out | activation, % at 3.6 µM; in the data active = activation above about 27%;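 also: cells stimulated with NPY near EC25 plus isoproterenol at EC100; 0% = vehicle plus submaximal agonist and 100% = vehicle plus saturating agonist; some results beyond the cut were filed as inactive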
EP2 mod = modulators of human EP2 prostaglandin E2 receptor; P43116; EP2-expressing cells, cAMP HTRF FRET, PGE2 co-stimulation; induction, % at 25 µM; 0.83% of 260,000 active; AID 940;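 active = compounds whose cAMP rise, as percent of the full-agonist control response, exceeds 60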;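 also: rat C6 glioma line stably carrying human EP2 under a CMV promoter; the protocol text gives 20 µM as final concentration; 100% = response of wells given 1 µM PGE2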
Target sequence (P43116 whole entry, looked up): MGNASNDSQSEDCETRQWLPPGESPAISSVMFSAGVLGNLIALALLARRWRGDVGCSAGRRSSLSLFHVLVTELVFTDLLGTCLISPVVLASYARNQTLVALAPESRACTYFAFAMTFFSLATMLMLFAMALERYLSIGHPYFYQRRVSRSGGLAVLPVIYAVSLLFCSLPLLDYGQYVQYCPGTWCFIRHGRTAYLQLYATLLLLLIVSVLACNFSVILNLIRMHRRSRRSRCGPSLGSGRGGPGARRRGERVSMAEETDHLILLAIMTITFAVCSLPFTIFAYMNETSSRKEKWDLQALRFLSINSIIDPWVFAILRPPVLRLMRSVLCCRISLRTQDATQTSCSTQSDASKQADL
CHOP inh = CHOP inhibition in unfolded protein response; CHO-K1 CHOP-promoter luciferase, tunicamycin-induced, 15-18 h; inhibition, % at 10 µM; 3.8% of 220,000 active; AID 2732;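 active = compounds that reduced the stress-induced luciferase reporter signal by more than about 70% of percent inhibition, limit read from the data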;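 also: 0% = tunicamycin plus vehicle and 100% = wells without tunicamycin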
S1P4 antag = human S1P4 receptor antagonism; S1P4-expressing cells, antagonist mode, reporter read-out; inhibition, % at 4.98 µM; 0.26% of 220,000 active; in the data active = inhibition above about 29%;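 also: 0% = wells stimulated with agonist and 100% = vehicle wells without agonist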
Target sequence (O95977 whole entry, looked up): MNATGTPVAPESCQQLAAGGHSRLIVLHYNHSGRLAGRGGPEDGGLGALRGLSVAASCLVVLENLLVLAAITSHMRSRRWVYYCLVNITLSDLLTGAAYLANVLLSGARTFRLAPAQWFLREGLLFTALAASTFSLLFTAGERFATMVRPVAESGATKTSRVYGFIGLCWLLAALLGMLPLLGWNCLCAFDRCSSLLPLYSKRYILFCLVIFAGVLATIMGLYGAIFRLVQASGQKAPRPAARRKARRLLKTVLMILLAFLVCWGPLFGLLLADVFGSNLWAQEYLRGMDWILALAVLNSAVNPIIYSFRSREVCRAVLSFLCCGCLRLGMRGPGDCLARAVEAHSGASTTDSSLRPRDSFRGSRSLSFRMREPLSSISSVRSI
TRPML3 agonist = agonists of human TRPML3 channel; Q8TDD5; HEK293 TRPML3-YFP, Fluo-8 calcium fluorescence; 100% = the carbachol control signal; activation, % at 3 µM; 0.29% of 220,000 active; AID 1448;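 active = activation above its plate's cutoff, the mean activation of the plate's test wells plus 3 SD, cut at about 12% in these data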;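 also: 0% = DMSO only wells and 100% = carbachol wells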
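system = HEK293 cells stably carrying human TRPML3-YFP | doses = one concentration, 3 µM nominal, 0.3% DMSO | timing = dye loading 1 h 37 °C then 30 min ambient, 125 s read | detection = Fluo-8 calcium dye fluorescence, ex 470-495, em 515-575 nm | benchmarks = high control carbachol 87 µM, low control DMSO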
NPY Y1 blocker = NPY-Y1 (human) receptor antagonism | inhibition, % at 3.6 µM | P25929 | HEK293-CNG Y1 cells, membrane potential fluorescence; NPY at EC95, then isoproterenol | 1% of 200,000 active | AID 1040;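 active = inhibition above the campaign mean inhibition of all tested compounds plus 3 SD, cut at about 20% in these data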;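 also: 0% = DMSO wells given NPY plus isoproterenol and 100% = isoproterenol alone without NPY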
Target sequence (P25929 whole entry, looked up): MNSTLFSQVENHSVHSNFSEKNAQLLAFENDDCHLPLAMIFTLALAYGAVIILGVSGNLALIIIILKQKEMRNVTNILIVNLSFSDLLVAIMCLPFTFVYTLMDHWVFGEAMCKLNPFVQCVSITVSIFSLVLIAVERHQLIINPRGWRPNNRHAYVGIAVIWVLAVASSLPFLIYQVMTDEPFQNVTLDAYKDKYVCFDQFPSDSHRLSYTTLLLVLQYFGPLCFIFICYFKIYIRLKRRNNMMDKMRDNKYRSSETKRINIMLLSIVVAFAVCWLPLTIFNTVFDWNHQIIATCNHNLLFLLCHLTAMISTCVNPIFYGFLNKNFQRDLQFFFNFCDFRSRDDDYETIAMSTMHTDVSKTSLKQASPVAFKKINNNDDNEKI
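Test system – HEK293 Y1/CNG channel cell line · Also added – NPY agonist 25 nM, then isoproterenol 1 µM plus Ro 20-1724 25 µM · Compound dosing – one concentration, 3.6 µM, in 0.4% DMSO · Schedule – compound incubation 1 h at room temperature, readout 45 min post-stimulation · Technique – fluorescence, membrane potential probe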
NPY-Y1 PAM-ag = human NPY-Y1 potentiation or agonism, primary screen; 0.37% of 220,000 active; P25929; activation, % at 3.6 µM; NPY-Y1 expressing cells, potentiator/agonist activation; AID 1304; in the data active = activation above about 33%, passing the limit was not always enough;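 also: cells stimulated with NPY at EC10 then isoproterenol at EC100; 0% = low agonist plus stimulus and 100% = saturating agonist plus stimulus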
zfTRPN1 agonist = agonists of zebrafish TRPN1 channel. activation, % at 3 µM. 0.18% of 220,000 active. HEK293 zebrafish TRPN1-YFP, Fluo-8 calcium fluorescence; 100% = response to 87 µM carbachol;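 active = activation above its plate's cutoff, the mean activation of test wells on that plate plus 3 SD, cut at about 19% in these data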;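 also: 0% = DMSO alone and 100% = 87 µM carbachol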
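Material: zebrafish TRPN1-YFP in HEK293 cells; Doses: single test compound dose, 3 µM nominal, 0.3% DMSO; Timing: dye loading 1 h at 37 °C, then 30 min room temperature; Technique: intracellular calcium fluorescence with Fluo-8; Benchmarks: high carbachol 87 µM, low DMSO alone.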
S1P4 ag = activates the human S1P4 receptor; O95977; S1P4-expressing cell line, agonist reporter assay; activation, % at 4.98 µM; 0.35% of 220,000 active; AID 1509; in the data active = activation above about 11%;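 also: 0% = DMSO vehicle and 100% = reference agonist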
* hit, by the source's call; . = no result given; & = joins results of further samples. Outcome played no part in choosing rows; about 6.5% have a hit in one of these screens.

SMILES	NPY-Y2 PAM-ag	EP2 mod	CHOP inh	S1P4 antag	TRPML3 agonist	NPY Y1 blocker	NPY-Y1 PAM-ag	zfTRPN1 agonist	S1P4 ag
CNC(=S)N(Cc1ccc(OC)cc1)Cc1cc2cc(C)ccc2[nH]c1=O	-10	22	-2	0	1.2	3	6	-0.6	3.5
FC(F)(F)c1cccc(Cn2nnnc2-c2cccc(C(F)(F)F)c2)c1	-18	20	44	9	-0.5	4	-12	-2.0	0.0
CSc1ccc(/C=C(/Sc2nnc(-c3ccccc3)o2)C(=O)O)cc1	-1	-14	32	6	1.2	5	1	0.5	0.6
O=C(CCN1C(=O)C2(OCCO2)c2ccccc21)c1ccccc1	-25	17	-5	-13	-0.1	-2	5	0.1	-0.8
CCNC(=O)/C(=C\C=C\c1ccccc1)NC(=O)c1ccc(Br)o1	6	15	0	-6	0.5	-1	-23	0.4	0.9
O=C(O)/C=C/C(=O)NC1CCCCC1	0	27	18	-13	1.1	-5	29	0.1	-1.0
CC(=O)C(C)Oc1ccc2c3c(c(=O)oc2c1)CCCC3 (stereo not given)	-15	14	-13	3	1.1	9	-2	1.1	1.5
O=C(N/N=C/C=C/c1ccc([N+](=O)[O-])cc1)c1cccs1	21	13	32	-10	-0.8	0	7	-0.6	-0.8
COc1ccc(Nc2ccc(N3C(=O)CCC3=O)cc2[N+](=O)[O-])cn1	1	1	14	7	1.0	-4	-13	1.4	1.4
COc1ccc(C(=O)CSc2nnc3ccc(-c4ccccn4)nn23)cc1	-4	5	-5	-4	0.0	0	9	0.1	1.7
O=C(Nc1cccnc1)c1ccc(S(=O)(=O)N2CCCCCC2)cc1	-6	-15	13	-1	0.6	2	-8	-0.2	1.1
CN(C)/C=C/c1onc(-c2ccccc2Cl)c1C#N	-5	1	28	-6	0.6	5	-2	2.8	0.8
O=C(Cn1c(=O)oc2cc(S(=O)(=O)N3CCCC3)ccc21)N1CCCC1	5	10	45	2	0.6	5	20	-0.7	0.1
CCS(=O)(=O)c1ccc2c(c1)N(S(=O)(=O)c1ccccc1)CC(C(=O)O)O2 (stereo not given)	-6	-1	-22	-7	-0.1	0	-7	1.5	1.2
CCOC(=O)c1c(NC(=O)/C=C/C(=O)O)sc(C)c1-c1ccc(Cl)cc1	-1	-8	-4	9	0.5	0	1	0.3	1.1
c1coc(CSc2ncnc3c2oc2ccccc23)c1	-1	49	13	-5	-0.4	.	-14	-0.6	0.9
O=C(/C=C/Nc1ccc(S(=O)(=O)Nc2ncccn2)cc1)c1cccs1	4	-9	15	9	0.4	.	-6	0.0	0.1
CC(=O)Nc1ccc(NC(=O)C(C)n2c3ccccc3c3nc(=O)cc(C)n32)cc1 (stereo not given)	-11	1	-3	-14	0.8	7	-8	-0.5	-0.3
O=C(CN1C(=O)CC(c2ccccc2)=Nc2ccccc21)NC1CCCCC1	-22	1	12	-11	-0.5	11	-1	-0.6	0.9
COc1ccc(NC(=O)Cc2nnc(N)s2)cc1	5	16	27	-12	1.1	3	7	-0.6	-0.5
Cc1[nH]c(=O)[nH]c(=O)c1S(=O)(=O)N1CCCC(C(=O)NCCc2ccccc2)C1 (stereo not given)	-5	8	-10	-5	1.2	-2	-2	0.0	-1.1
COc1ccc(/C=N/NC(=O)c2ccc(Br)cc2)c(OC)c1	-10	-41	-6	-5	-0.3	9	-3	-0.2	1.5
CCOC(=O)c1nn(-c2ccccc2)c2nc(-c3ccc(OC)cc3)c(C#N)c(=O)n12	3	29	8	-8	0.6	1	-33	0.5	0.0
COc1ccc(Cc2nnc(NC(=O)c3ccc(OC)c(OC)c3)s2)cc1OC	-15	-30&-6	18	-26	0.6	-2	-5	1.3	-1.7
CCc1ccc(NC(=O)CC2C(=O)Nc3c2c(=O)n(C)c(=O)n3C)cc1 (stereo not given)	-15	-10	-20	-8	1.0	-4	3	-0.7	-0.9

2 compounds picked at random from those above:
SMILES	NPY-Y2 PAM-ag	EP2 mod	CHOP inh	S1P4 antag	TRPML3 agonist	NPY Y1 blocker	NPY-Y1 PAM-ag	zfTRPN1 agonist	S1P4 ag
O=C(CN1C(=O)CC(c2ccccc2)=Nc2ccccc21)NC1CCCCC1	-22	1	12	-11	-0.5	11	-1	-0.6	0.9
CSc1ccc(/C=C(/Sc2nnc(-c3ccccc3)o2)C(=O)O)cc1	-1	-14	32	6	1.2	5	1	0.5	0.6

Next part
SMILES	NPY-Y2 PAM-ag	EP2 mod	CHOP inh	S1P4 antag	TRPML3 agonist	NPY Y1 blocker	NPY-Y1 PAM-ag	zfTRPN1 agonist	S1P4 ag
COc1cccc(/C=N/NC(=O)C(C)n2nc(C)c([N+](=O)[O-])c2C)c1O (stereo not given)	7	-4	56	-17	1.1	1	18	0.3	0.1
CC(C)Cn1c(SCC(=O)N2CCN(C(=O)c3ccco3)CC2)nc2ccccc2c1=O	-1	-4	-8	-30	-0.2	2	7	-2.4	-0.2
Cc1ccc(N(CC(=O)NCCSc2nc3ccccc3s2)S(=O)(=O)c2ccccc2)c(C)c1	-9	-4	9	-10	1.6	10	-24	0.0	-0.9
CS(=O)(=O)NCc1ccc(C(=O)NCc2ccccc2)cc1	11	12	29	-8	0.4	-1	0	0.1	0.6
Cc1cc(C)n(CC(=O)N/N=C/c2cc(Br)cc([N+](=O)[O-])c2O)n1	11	-48	15	-5	-0.4	-2	-2	-0.9	0.2
Cc1ccccc1NC(=O)Cc1nnc(SCC(=O)N2CCN(c3ccccc3)CC2)n1C	-2	7	26	-14	0.1	3	-9	1.0	2.1
COc1ccc(N=CC2=C(Nc3ccc(OC)cc3)c3c(C)nn(-c4ccccn4)c3CC2)cc1	3	.	.	8	6.4	21*	-18	6.4	-2.0
Cc1cc(=O)oc2cc(OCC#N)ccc12	12	20	2	-9	0.0	4	-16	0.9	2.1
Cc1ccc(P(=Nc2ccccc2)(N2CCOCC2)N2CCOCC2)o1	7	2	14	-19	-0.5	-3	14	0.4	-0.8
O=c1c(Cl)c(NC2CC2)cnn1-c1ccccc1	16	-15&30	-16	-4	0.8	9	7	0.0	0.4
O=C(COC(=O)/C=C/c1cccc(C(F)(F)F)c1)NCc1ccc(F)cc1	-2	-22	20	-5	0.7	5	-3	1.0	2.1
CCCCNC(=O)CSc1nc(COc2ccccc2)nc2ccccc12	-8	41	31	1	-1.4	5	-8	-3.7	0.4
CCOC(=O)N1CCN(C(=O)CS(=O)Cc2nc(-c3ccc(C)cc3)oc2C)CC1 (stereo not given)	-8	9	50	5	-0.3	1	-10	-1.2	-1.7
Cc1cc(C(=O)NNc2c(Cl)cccc2Cl)n(C(C)(C)C)n1	-3	2	-1	-5	0.2	.	17	-1.0	-0.1
Cc1c(/C=N/Nc2ccc(C(=O)O)cc2)c2ccccc2n1C	-22	3	15	3	0.5	.	2	-0.2	0.7
CN(C)c1ccc(NC2=C([N+](=O)[O-])CS(=O)(=O)C2)cc1	3	7	6	-5	0.4	-1	18	1.2	-0.8
Cc1c(Cl)ccc2c(C(N)=O)cc(-c3ccccn3)nc12	-8	1	24	-5	1.0	1	27	1.4	-0.6
COc1ccc2c(C)cc(SCC(=O)c3ccc4c(c3)OCO4)nc2c1	-49	17	8	-5	0.7	11	-28	1.1	0.1
O=C(Cn1[nH]c(=O)c2ccccc2c1=O)NCc1cccnc1	-15	5	19	-10	0.5	-2	-1	1.7	1.1
Cc1ccc(O)c(C2=Nc3ccccc3N=C(c3cccc([N+](=O)[O-])c3)C2)c1	-3	29	-5	6	1.0	1	2	0.8	1.2
S=C(c1ccc(-c2cc(Cl)ccc2Cl)o1)N1CCOCC1	2	22	70*	-6	-0.3	5	1	-1.9	2.3
COc1ccc(CCNC(=O)NC2CCCCC2)cc1OC	2	3	10	-24	0.9	3	-8	-0.1	0.5
O=C(NNc1ncc(C(F)(F)F)cc1Cl)c1c(Cl)cccc1Cl	-8	-4	30	-10	-0.3	1	8	-1.1	1.1
COc1ccc(CNC(=O)c2cc(C)nn2-c2ccccc2)cc1	-12	3	12	-9	0.5	.	-7	-0.2	0.3
CCOC(=O)c1c(NC(=O)COc2ncnc3ccccc23)sc(C(C)=O)c1C	-10	5	46	6	0.4	1	-4	1.1	-0.3
(more compounds)
SMILES	NPY-Y2 PAM-ag	EP2 mod	CHOP inh	S1P4 antag	TRPML3 agonist	NPY Y1 blocker	NPY-Y1 PAM-ag	zfTRPN1 agonist	S1P4 ag
O=C(O)C=C1C2CC3CC(C2)CC1C3	-11	16	0	-7	0.9	5	-16	0.7	-0.2
O=C(c1ccc(F)c(S(=O)(=O)N2CCOCC2)c1)N(c1ccccc1)c1ccccn1	0	-9	10	5	0.7	10	9	0.9	-1.4
O=C(Nc1ccc(Cl)c(Cl)c1)OCCNC(=O)c1cccc(Cl)c1	2	-57	62	7	-0.2	3	-7	0.1	0.5
CCN(CC)c1ccc(/C=N/NC(=O)c2ccoc2C)cc1	-12	-40	-22	4	-1.3	.	4	-0.1	1.4
COc1ccc(CCc2nc(C)ccc2O)cc1	-5&1	17&5	9&3	-4&11	-0.8&1.0	11&0	-13&6	-0.1&0.5	-1.4&0.0
O=C(COC(=O)c1c2ccccc2cc2ccccc12)NCC(F)(F)F	6	-47	12	-10	-0.6	0	15	-0.7	-0.1
CC(C)Sc1nnc2n(CCc3ccccc3)c(=O)c3c4c(sc3n12)COC(C)(C)C4	-4	.	.	-6	0.1	8	-33	0.8	2.2
CNC(=O)c1nnc(Cc2ccc(Cl)cc2)o1	-8	26	84*	-15	0.0	9	-8	0.1	0.1
CCOc1ccc(CCNC(=O)C2=C(C)C(=O)OC23CCC(C)CC3)cc1 (stereo not given)	1	38	26	0	0.4	3	4	0.5	0.0
CC(=O)NC(NC(=S)Nc1c(C)n(C)n(-c2ccccc2)c1=O)C(Cl)(Cl)Cl (stereo not given)	-4	5	-4	-2	1.0	5	-8	0.5	-1.4
O=C(CSc1nnc(-c2ccc(Br)cc2)o1)N1CCN(C(=O)c2ccco2)CC1	-4	-2	11	1	0.3	-1	-13	0.0	0.9
O=C(CN1CCc2ccccc21)NN1CC(=O)N(c2ccc(Cl)cc2)CC1=O	0	-5	11	9	0.2	.	-1	-0.6	-0.3
COc1ccc(OC)c(S(=O)(=O)Nc2ccccc2C(F)(F)F)c1	4	27	-4	-34	0.2	-9	-1	-1.6	1.2
COc1ccc(C2=NOC3(CC(=O)N(c4ccc(C)cc4)C3=O)C2)cc1 (stereo not given)	-12	15	5	-19	1.6	10	-23	0.6	0.8
O=c1[nH]c(SCc2cccc([N+](=O)[O-])c2)nc2[nH]ncc12	9	-2	27	-4	0.7	4	12	-0.4	1.9
COC(=O)c1cc(S(=O)(=O)N2CCC(C)CC2)ccc1F	-6	12	37	-3	0.5	-1	-11	0.0	-0.6
CCOC(=O)N1CCN(C(=O)c2ccc3nc(C)sc3c2)CC1	10	13	1	-8	0.8	-5	-8	1.7	-1.6
CCOC(=O)c1ccc(NC(=O)CC2C(=O)N(c3ccc(F)cc3)C(=O)N2CCC(C)C)cc1 (stereo not given)	21	19	63	3	0.3	-8	36	-1.1	-1.2
Cc1nn(CCc2nn[nH]n2)c2nc(-c3ccccc3)cc(C(F)(F)F)c12	1	25	4	-11	0.7	-4	1	0.5	-1.4

Source: PubChem
